ER stress rescue = rescue of cells from ER stress-induced death, primary screen, 384-well, CSM14.1, thapsigargin, ATP luminescence (AID 1222) | 190,000 tested, under 10 active | one-dose cellular ATP content (survival), % at 20 µM; EC50 in µM for titrated hits | CSM14.1 thapsigargin-induced death rescue, ATP luminescence; higher % means a stronger effect;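 active = EC50 below 50 µM in the dose-response confirmation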;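 note: death triggered by thapsigargin at about 15 µM added after 2 h compound pretreatment; cell ATP read after overnight thapsigargin exposure of roughly 18 to 22 hours; normalized against plate controls of thapsigargin alone and 5% DMSO vehicle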
K1F lysis inhibition = protection from phage-mediated lysis, alamar blue read-out – E. coli UTI89, K1F phage, bacterial capsule biogenesis inhibitors (AID 488966); E. coli UTI89 K1F phage lysis, alamar blue, 2 h; higher % means a stronger effect; 0.02% of 340,000 active; one-dose inhibition, % at 100 µM; IC50 in µM for titrated hits;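 active = phage lysis inhibition, versus mean bacterial control, above a set limit; inconclusive = no clear call, values can overlap the other calls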;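 note: capsule biogenesis inhibitors block K1F phage lysis so surviving cells raise fluorescence; higher fluorescence means more inhibition of phage lysis; actives were called in the ten point dose series up to 300 µM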
MT stabilize HCS = microtubule stabilization, imaging screen. HeLa tubulin immunostaining HCS, 24 h; share of cells brighter than vehicle mean+2SD. % tubulin-high responders, % at 10 µM. 0.83% of 200,000 active. AID 2205;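 active = plate Z-score above 3 for both tubulin-high and condensed-nucleus cell shares, with cell loss under 80%, at 10 µM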;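 note: anti alpha tubulin signal scored within the nucleus-defined area of each cell; some results filed as inactive read as strong as hits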
Ins promoter up = MIN6 insulin promoter up-regulation | MIN6 insulin promoter-GFP reporter, high-content imaging; stronger effect = higher value | z-score at 5 µM | 0.3% of 190,000 active | AID 1625;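 active = z-score above 3 at 5 µM with at least 500 cells counted in the well; inconclusive = wells under 500 cells, flagged as cytotoxic or low count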
Autophagy HCS = autophagy modulation, high-content screen | MEF GFP-LC3 puncta imaging; test concentration mostly 10 µM | calls only at 10 µM (by protocol) | 0.98% of 190,000 active;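 active = percentage of spot-positive cells more than 3 SD above its plate mean, without a fluorescence outlier flag or 80% toxicity; inconclusive = no clear call, values can overlap the other calls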;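 note: spot-positive cell cutoff set from DMSO-treated cells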
P. falciparum M1AAP = P. falciparum M1AAP inhibitors, biochemical, fluorogenic H-Leu-NHMec substrate, 1536-well (AID 1445); recombinant M1AAP, H-Leu-NHMec fluorogenic kinetic assay; higher % means a stronger effect; one-dose inhibition, % at 30 µM; IC50 in µM for titrated hits; 0.42% of 220,000 active;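 active = primary inhibition above the hit cutoff, then over 50% inhibition at one or more dose response concentrations, cut at about 23% in these data, passing the limit was not always enough; inconclusive = conflicting primary data, or primary hits not chosen for dose response; inactive = low primary inhibition, or under 50% at every dose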;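 note: plate controls were DMSO full reaction for no effect and no enzyme background for full effect; strong numbers were not always called active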
b-catenin transl = modulators of beta-catenin nuclear translocation. 0.3% of 190,000 active. AID 1665. nuclear translocation activity, % at 5 µM. HeLa beta-catenin nuclear translocation, immunofluorescence imaging;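 active = nuclear translocation activity above 50% at 5 µM, with a well cell count of 50 or more; inconclusive = wells under 50 cells across six images, flagged as toxic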;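 note: per-cell ratio of nuclear to cytoplasmic median beta-catenin stain intensity; plate controls were DMSO negative control for no effect and GSK-3 inhibitor IX positive control for full effect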
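Assay system: human HeLa cells, native beta-catenin; doses: 5 µM primary, 0.02–20 µM confirmation; incubation: compound treatment 24 h, 37°C, 5% CO2; technique: fluorescence imaging of beta-catenin antibody stain plus DAPI; measure: % activation, nuclear-to-cytoplasmic median beta-catenin signal ratio per cell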
Dynein cargo inh = blocks dynein driven cargo transport along microtubules; 3617.4 mouse cells, GR-EGFP nuclear translocation imaging; test concentration mostly 20 µM; stimulated with dexamethasone, 1 µM; stronger effect = lower value; z-score, hits read low; 0.47% of 220,000 active;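 active = plate z-score of nuclear minus cytoplasmic receptor signal below a set negative limit, without overly bright fluorescence or cell loss, cut at about -3.5 in these data, passing the limit was not always enough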;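 note: z-score of nuclear minus cytoplasmic ring GR-EGFP intensity difference per well; some compounds called inactive have numbers as strong as hits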
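Buffer or medium: tetracycline-free induction medium containing charcoal-stripped FBS / Reagent: dexamethasone agonist, 1.0 µM final, for 30 min / Technique: automated 10x imaging of fixed Hoechst-stained cells / Times: induction 48 h, compound 1 h, agonist 30 min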
M17LAP inhibition = P. falciparum M17LAP inhibitors, primary screen, biochemical, fluorogenic H-Leu-NHMec substrate, 1536-well (AID 1619); recombinant M17LAP, H-Leu-NHMec fluorogenic kinetic assay; higher % means a stronger effect; inhibition, % at 30 µM; hits with a dose series show IC50 in µM; 0.38% of 220,000 active;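 active = compound inhibiting the enzyme by more than half at any dose during confirmatory dose-response retesting; inconclusive = strong single-dose inhibitors picked by rank but not retested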;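 note: plate controls were full reaction with DMSO carrier for no effect and no enzyme background for full effect; strong numbers were not always called active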
Dynein cargo inh cytoplasmic EGFP = further read-out of Dynein cargo inh, marked with its call; z-score; measured here: cytoplasmic GR-EGFP intensity; stronger effect = higher value
Dynein cargo inh nuclear GR-EGFP = recorded beside Dynein cargo inh, whose call it bears; z-score; measured here: nuclear GR-EGFP intensity;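 lower value marks the stronger effect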
Dynein cargo inh cell count = also measured in Dynein cargo inh; calls as there; z-score; measured here: cell count per field
Ins promoter up cell count = also measured in Ins promoter up; calls as there; cell count; measured here: cytotoxicity, nuclei count;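 total cells summed across four imaged fields per well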
b-catenin transl cell count 5 µM = second read-out of b-catenin transl, no call of its own (marks repeat the call); cell count; measured here: cell count, cytotoxicity flag
MT stabilize HCS Hoechst-high % = further read-out of MT stabilize HCS, marked with its call; % Hoechst-high responders; measured here: nuclear condensation Hoechst responders;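 share of cells brighter than vehicle mean plus two SD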
MT stabilize HCS cytotoxicity % = recorded beside MT stabilize HCS, whose call it bears; toxicity, %; measured here: cytotoxicity by cell density;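 0% = mean cell density of plate MIN control wells and 100% = no cells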
Autophagy HCS cell loss 18 h = second read-out of Autophagy HCS, no call of its own (marks repeat the call); toxicity, %; measured here: cell loss, nuclei count;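 cell loss after 18 h compound exposure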
The depositor's hits bear a star; i = inactive; u = inconclusive; x = no result given; [ ] = another dose, or the depositor's remark.

entry	SMILES	K1F lysis inhibition	MT stabilize HCS Hoechst-high %	Autophagy HCS cell loss 18 h	MT stabilize HCS	ER stress rescue	Autophagy HCS	Dynein cargo inh	P. falciparum M1AAP	Dynein cargo inh cytoplasmic EGFP	M17LAP inhibition	MT stabilize HCS cytotoxicity %	Ins promoter up cell count	b-catenin transl cell count 5 µM	Dynein cargo inh cell count	Ins promoter up	Dynein cargo inh nuclear GR-EGFP	b-catenin transl
1	COc1ccc(NC(=S)Nc2ccc(OCc3ccccc3)cc2)c(OC)c1	i	1.8	-2	2.6	-0.2%	i	1.4	6%	-0.27	-2%	7.8	1515	1113	-0.44	0.11	0.3	-3.0
2	CC(=O)c1c(C)nc2ccc(C)cc2c1-c1ccccc1	2.9%	2.5	26	2.3	0.6%	i	-0.75	-2%	-0.15	-2%	7.9	x	1583	-0.54	x	-0.44	0.9
3	CC1CC(=S)Nc2ccccc2N1Cc1ccccc1 (stereo unspecified)	u	2.9	8	2.9	-0.6%	i	-0.32	-2%	-0.17	-1%	4.2	1334	x	0.41	0.13	-0.36	x
4	Cc1ccc2nc(Nc3nc(CSc4nnnn4-c4ccccc4)cc(=O)[nH]3)nc(C)c2c1	-0.7%	1.8	-4	2.3	0.9%	i	0.7	2%	-0.18	4%	9.9	964	x	0.042	-0.67	0.45	x
5	Cc1cccc(N2CCN(Cc3nc(-c4ccccc4Cl)oc3C)CC2)n1	0.1%	2.4	-3	4.3	0.8%	i	2.7	9%	0.00021	-4%	4.9	1321	1091	-2.3	0.19	1.8	3.2
6	COc1ccc(OCCC(=O)OCC(=O)Nc2cccc(Br)c2)cc1	1.1%[50 µM]	2.5	-3	3.1	0.7%	i	0.072	3%	-0.1	6%	4.6	1469	1144	-0.17	-0.15	0.53	-0.8
7	CC(C)(C)c1ccc(/C=C/C(=O)c2ccc(NC3=NCCCS3)cc2)cc1	0.2%	4.9	2	12	-1.5%	i	-0.85	14%	0.52	2%	34	823	990	-1.6	-0.2	-0.26	3.1
8	COc1cc(NS(=O)(=O)c2ccc(NC(=O)CSC3=NCCS3)cc2)nc(OC)n1	x	3.3	14	3.9	0.2%	i	0.19	u	-0.32	2.1µM*	7.1	1423	961	-0.19	0.58	0.16	-3.3
9	CCc1ccc(-n2c(Cn3nc(C(F)(F)F)cc3C)n[nH]c2=S)cc1	1.0%	1.5	-22	2.5	0.2%	i	-0.18	-1%	-0.21	-10%	4.3	1719	803	0.81	0.48	0.2	-2.2
10	CCC(=O)NNC(=O)CCC(=O)Nc1cccc(Cl)c1C	0.4%	3.6	6	2.7	0.5%	i	-0.21	9%	-0.33	-1%	16	1336	1055	1.2	1.7	0.21	-3.5
11	CC1(C)Cc2c(sc3[nH]c(=S)n(Cc4ccco4)c(=O)c23)CO1	2.1%	2.3	1	2.9	-3.3%	i	-1.9	11%	-0.23	28%	4.1	x	958	0.066	x	-0.92	0.3
12	O=C(CN1CCN(C/C=C/c2ccccc2)CC1)Nc1ccccc1C(=O)NC1CC1	-0.1%	x	x	x	x	x	-0.99	-1%	-0.049	5%	x	1410	1156	1.2	-0.12	-0.5	-3.2
13	Cc1cc(C(F)(F)F)nn1CC(=O)N1CCCC1	-0.2%	2.0	-10	3.3	-0.7%	i	0.15	0%	-0.15	0%	5.0	1174	1110	0.44	0.06	0.025	-0.4
14	CCCCC(CC)C(=O)Nc1ccc(S(=O)(=O)Nc2nccs2)cc1 (stereo unspecified)	0.0%	x	x	x	x	x	-1.2	7%	-0.17	0%	x	1046	1285	1.5	-0.1	-0.18	-1.1
15	Cc1ccc(CCNC(=O)C2CCN(S(=O)(=O)c3cccc4nsnc34)CC2)cc1	0.7%	3.0	-4	3.6	-1.8%	i	-0.091	-2%	-0.24	17%	3.5	x	1183	0.28	x	-0.062	0.2
16	Cc1c(N(C(=O)c2cnccn2)C2(C(=O)NC3CCCC3)CCCCC2)c(=O)n(-c2ccccc2)n1C	0.2%	1.3	13	1.7	3.3%	i	-0.44	3%	-0.21	2%	3.8	1237	1019	0.47	0.42	-0.22	-0.7
17	C[C@@H]1CC=C[C@H]2[C@H]1C(=O)N(Cc1ccccc1)[C@H]2c1ccc(F)c(-c2ccc(N(C)C)cc2)c1	1.8%	x	x	x	x	x	-0.68	-3%	-0.82	-11%	x	x	984	0.65	x	-0.27	0.1
18	CCOC(=O)N1CCC(NC(=O)C(Cc2ccccc2)NC(=O)c2ccco2)CC1 (stereo unspecified)	0.6%	2.1	-6	4.2	x	i	0.14	0%	-0.16	4%	6.7	1235	x	-1.3	0.18	0.21	x
19	O=C(/C=C/c1ccco1)NC(=S)Nc1nc(-c2ccc3ccccc3c2)cs1	1.3%[50 µM]	58	-22	11	1.9%	i	-0.18	18%	-0.26	3%	32	866	541	0.38	-0.32	-0.028	0.1
20	O=C(Nc1cccc2ccccc12)c1ccc(Cn2cc(Cl)cn2)cc1	0.4%	1.7	44	2.6	-1.4%	i	0.58	-4%	-0.18	-8%	7.1	1468	1455	-0.24	-1.2	0.64	-1.3
21	CCN1CCN(c2ncc(C(=O)Nc3ccccc3C(=O)OC)c3ccccc23)CC1	1.7%	3.1	21	4.2	1.5%	i	-0.78	4%	-0.32	2%	2.1	1614	1403	0.59	0.05	-0.27	1.3
22	C=CCN1C(=O)C(C)(C)N(C(C)=O)c2ccccc21	-0.2%	2.6	4	2.7	-3.1%	i	-1.1	8%	-0.28	8%	7.3	1192	494	0.61	0.53	0.12	-1.6
23	CCOc1ccc(/C=N/NC(=S)Nc2c(C)cccc2C)cc1	1.4%	0.8	-2	1.4	-4.8%	i	0.44	0%	0.061	-9%	6.3	x	1081	-0.65	x	0.64	0.6
24	Cc1nn(-c2ccccc2)c(Cl)c1C(=O)OC(C)C(=O)Nc1ccc2c(c1)OCO2 (stereo unspecified)	2.8%	2.2	5	2.6	-0.8%	i	-0.89	11%	-0.11	12%	8.8	1091	1032	-0.0025	-0.03	-0.6	-3.0
25	Cc1cc(C)cc(Nc2cnn(C34CC5CC(CC(CC(=O)O)(C5)C3)C4)c(=O)c2Cl)c1	3.7%	1.4	-5	1.5	-3.1%	i	0.16	18%	-0.2	46%	20	985	1218	0.33	0.28	-0.072	0.6
26	Cc1ccc(C)c(S(=O)(=O)N2CCN(C(=O)c3cnccn3)CC2)c1	0.3%	1.8	0	3.0	-1.7%	i	-0.32	7%	-0.2	7%	7.8	1463	1390	0.87	-0.8	-0.067	1.6
27	COc1ccccc1N(C(C)=O)C1SC(=O)N(c2ccccc2)C1=O (stereo unspecified)	0.7%	0.9	8	4.6	-1.2%	i	1.9	-1%	-0.032	-4%	9.9	1755	1411	-0.43	-0.16	0.61	-0.3
28	CN(Cc1nc2ccccc2n1C)S(=O)(=O)c1ccc(F)cc1	-1.3%[50 µM]	2.7	28	2.8	-2.4%	i	-0.097	-3%	-0.25	-12%	6.4	1870	1103	0.57	-0.34	0.031	1.8
29	CC(C)n1cnc2c(Nc3cccc(Cl)c3)nc(N(CCO)CCCO)nc21	-1.2%	x	x	x	x	x	-0.86	5%	-0.56	-3%	x	848	1058	0.017	1.9	-0.15	2.4
30	CCn1ccc(C(=O)Nc2ccc(N(C)C(C)=O)cc2)n1	0.6%	1.3	6	1.8	-0.1%	i	-0.76	0%	-0.21	-4%	8.3	1456	906	0.5	0.79	-0.21	-3.1
31	Cc1cc(N2CCN(c3ccc(F)cc3)CC2)nc(-c2ccccc2)n1	0.2%	1.0	-15	1.3	3.4%	i	-0.61	-2%	-0.22	7%	4.0	1033	1220	-0.69	-0.42	-0.35	-3.3
32	Cc1ccc(C(=O)N2CCN(S(C)(=O)=O)C2)cc1	3.3%	2.3	-4	1.7	-2.1%	i	-0.61	1%	-0.093	14%	12	1248	859	0.71	0.43	-0.18	-0.1
33	C=CCn1c(C)cc(C(=O)COc2ncnc3sccc23)c1C	3.4%	1.5	-7	2.3	-4.7%	i	-0.48	1%	-0.21	10%	3.7	1096	974	0.82	-0.77	-0.12	-6.3
34	CNC(=S)N(CCc1c(C)[nH]c2ccc(C)cc12)Cc1ccco1	-2.3%	4.1	7	3.2	-3.7%	i	-0.36	4%	-0.27	20%	2.5	1133	518	0.18	0.05	0.76	0.9
35	O=C(OCc1nnc(-c2ccccc2)o1)c1cc2ccccc2cc1O	0.1%	2.7	-2	3.0	-0.7%	i	-0.52	4%	-0.22	14%	3.2	1293	1145	0.45	-0.76	0.11	-1.6
